JMJD2A Tudor: blocks the human JMJD2A Tudor domain; O75164; AlphaScreen JMJD2A-Tudor / H3K4me3 peptide binding; Potency, µM (top dose mostly 114 µM), inactives show top-dose activity change, negative = inhibition, usual class: inhibitors; 4.4% of 390,000 active; also: potency is read from the fitted curve at half-maximal effect; % is scaled to controls: 0 for no effect and ±100 for the full control effect; nearly all actives have a fitted effect of over 50% in size
BAZ2B inh: inhibitors of human BAZ2B bromodomain; Q9UIF8; AlphaScreen BAZ2B-H3K14Ac peptide displacement; Potency, µM (highest dose often 114 µM), for inactives: top-dose activity change, negative = inhibition, usual class: inhibitors; 4.4% of 360,000 active; also: potency is read from the fitted curve at half-maximal effect; % is scaled to controls: 0 for no effect and ±100 for the full control effect; nearly all actives have a fitted effect of over 60% in size
Target sequence (Q9UIF8 whole entry, looked up): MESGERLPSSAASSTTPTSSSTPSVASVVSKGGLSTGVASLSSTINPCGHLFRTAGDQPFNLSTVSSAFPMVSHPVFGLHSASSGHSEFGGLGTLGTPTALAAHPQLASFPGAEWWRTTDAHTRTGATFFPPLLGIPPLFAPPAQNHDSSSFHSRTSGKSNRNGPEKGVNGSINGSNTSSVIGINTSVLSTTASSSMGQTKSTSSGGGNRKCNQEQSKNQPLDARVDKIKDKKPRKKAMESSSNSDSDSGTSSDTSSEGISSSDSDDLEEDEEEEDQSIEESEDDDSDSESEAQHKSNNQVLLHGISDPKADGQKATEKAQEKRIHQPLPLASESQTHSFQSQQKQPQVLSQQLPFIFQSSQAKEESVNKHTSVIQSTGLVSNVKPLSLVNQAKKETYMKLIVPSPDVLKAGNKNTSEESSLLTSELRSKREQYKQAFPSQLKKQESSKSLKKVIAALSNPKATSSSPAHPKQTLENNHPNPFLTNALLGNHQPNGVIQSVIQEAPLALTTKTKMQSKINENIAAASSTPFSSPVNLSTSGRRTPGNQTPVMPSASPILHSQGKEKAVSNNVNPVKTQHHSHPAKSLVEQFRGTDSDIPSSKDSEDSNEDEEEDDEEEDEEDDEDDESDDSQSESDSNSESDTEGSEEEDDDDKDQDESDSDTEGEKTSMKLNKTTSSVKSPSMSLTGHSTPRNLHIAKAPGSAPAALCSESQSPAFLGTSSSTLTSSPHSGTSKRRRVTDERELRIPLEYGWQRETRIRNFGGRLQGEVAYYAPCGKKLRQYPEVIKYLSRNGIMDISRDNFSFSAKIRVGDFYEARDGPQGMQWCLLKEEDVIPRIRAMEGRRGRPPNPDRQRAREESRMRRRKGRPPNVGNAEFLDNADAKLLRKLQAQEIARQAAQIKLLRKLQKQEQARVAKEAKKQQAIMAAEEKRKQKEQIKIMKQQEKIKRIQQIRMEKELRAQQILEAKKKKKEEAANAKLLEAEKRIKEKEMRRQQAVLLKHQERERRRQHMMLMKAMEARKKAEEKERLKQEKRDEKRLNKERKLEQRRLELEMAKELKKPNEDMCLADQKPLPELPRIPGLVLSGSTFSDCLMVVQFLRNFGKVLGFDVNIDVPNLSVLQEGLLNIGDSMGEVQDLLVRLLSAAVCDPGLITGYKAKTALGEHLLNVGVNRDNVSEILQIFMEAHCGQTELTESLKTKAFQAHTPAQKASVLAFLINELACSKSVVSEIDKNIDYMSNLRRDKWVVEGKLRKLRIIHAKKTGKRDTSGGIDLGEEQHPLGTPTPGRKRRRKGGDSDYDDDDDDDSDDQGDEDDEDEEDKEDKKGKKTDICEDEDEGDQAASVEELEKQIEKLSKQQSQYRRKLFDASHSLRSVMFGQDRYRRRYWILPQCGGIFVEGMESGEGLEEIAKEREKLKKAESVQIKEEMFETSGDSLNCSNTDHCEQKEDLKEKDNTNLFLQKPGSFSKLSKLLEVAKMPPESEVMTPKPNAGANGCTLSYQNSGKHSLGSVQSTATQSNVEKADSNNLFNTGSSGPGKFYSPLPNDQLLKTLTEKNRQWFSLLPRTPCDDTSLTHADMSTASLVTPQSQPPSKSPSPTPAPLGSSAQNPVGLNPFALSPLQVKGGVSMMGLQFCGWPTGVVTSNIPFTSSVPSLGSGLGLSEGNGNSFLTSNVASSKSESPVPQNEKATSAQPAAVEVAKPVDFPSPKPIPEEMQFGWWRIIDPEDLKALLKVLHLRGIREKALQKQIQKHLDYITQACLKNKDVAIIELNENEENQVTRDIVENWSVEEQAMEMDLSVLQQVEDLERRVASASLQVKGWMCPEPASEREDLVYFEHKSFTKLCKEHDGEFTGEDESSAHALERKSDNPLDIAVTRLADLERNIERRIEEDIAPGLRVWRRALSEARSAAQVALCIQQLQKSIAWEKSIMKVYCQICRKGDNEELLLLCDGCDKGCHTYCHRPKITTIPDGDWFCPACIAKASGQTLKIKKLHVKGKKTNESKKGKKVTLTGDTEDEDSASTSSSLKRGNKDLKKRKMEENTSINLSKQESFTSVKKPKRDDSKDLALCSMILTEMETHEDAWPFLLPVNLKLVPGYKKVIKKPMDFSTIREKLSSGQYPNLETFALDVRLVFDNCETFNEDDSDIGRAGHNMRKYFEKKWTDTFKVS
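Complex of BAZ2B and biotin-H3K14Ac (50 nM apiece) forms over 30 min at RT, then faces library compounds up to 110 uM for another 30 min; AlphaScreen beads added, 20 min dark incubation, luminescence read.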
GLS inh: inhibitors of human glutaminase (GLS). O94925. GLS enzymatic activity, qHTS titration. Potency, µM (top dose mostly 45.5 µM), for the others: at the highest dose activity change, negative = inhibition, actives largely listed as inhibitors. 0.21% of 410,000 active. AID 624170; also: potency is read from the fitted curve at half-maximal effect; % is scaled to controls: 0 for no effect and ±100 for the full control effect
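hKGA; 45 mM KH2PO4 pH 8.2 + 0.02% Tween-20; cpd via pin tool; 1 mM Gln soln; GluOx/HRP/Amplex Red; RT 30 min; fluor. t0 & final.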
Pin1 inh: inhibitors of human Pin1. AID 504891. 0.009% of 390,000 active. Potency, µM (top dose mostly 115 µM), for the others: at the highest dose activity, negative = inhibition, most hits filed as inhibitors. Pin1 FP peptide displacement, HiFluor488, 10 min. Q13526; active = well fitted inhibition curve with a large enough effect in the polarisation, with a control signal flat, not every such curve was filed as active; inconclusive = small, poorly fitted or top-dose-only effect, or effect the other way, or a change in a side signal; inactive = no such curve, though single readings can be large or run the other way; the % refers to the polarisation; also: potency is read from the fitted curve at half-maximal effect; % is scaled to controls: 0 for no effect and ±100 for the full control effect
Tb PGK inh: blocks T. brucei phosphoglycerate kinase; Potency, µM (highest dose often 57.5 µM), inactives show at the top dose activity change, negative = inhibition, usual class: inhibitors; 0.043% of 380,000 active; PGK/GAPDH coupled, Kinase-Glo luminescence, 60 min; P07378; also: potency is read from the fitted curve at half-maximal effect; % is scaled to controls: 0 for no effect and ±100 for the full control effect; nearly all actives have a fitted effect of over 60% in size
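Recombinant glycosomal PGK reaction used 1,3-bisphosphoglycerate generated in-well by GAPDH (100nM final) in 100mM TEA pH 7.6, 5mM MgCl2, 0.01% Tween-20. After 60 minutes at room temperature, ATP was read by Kinase-Glo Plus luminescence end-point.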
HP1b binding inh: HP1-beta chromodomain-methylated histone interaction inhibition; P83916; AlphaScreen HP1-beta / biotin-H3K9me3 peptide binding; Potency, µM (titrated, usually from 114 µM), for inactives: top-dose activity change, negative = inhibition, actives largely listed as inhibitors; 0.56% of 390,000 active; also: potency is read from the fitted curve at half-maximal effect; nearly all actives have a fitted effect of over 70% in size; inactives centre near 23
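Compound inhibition of the preformed complex between 50 nM HP1-beta and 50 nM biotinylated H3K9me3 peptide was read by AlphaScreen. Buffer was PBS pH 7.4 with 0.01% Tween-20. Incubations ran 30 min at room temperature, with 10 ug/mL donor/acceptor beads.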
Pol eta inh: DNA polymerase eta (human) inhibition; Q9Y253; recombinant Pol eta, fluorescent DNA replication assay; 1.2% of 390,000 active; Potency, µM (highest dose often 114 µM), inactives show at the top dose activity change, negative = inhibition, usual class: inhibitors; also: potency is read from the fitted curve at half-maximal effect; % is scaled to controls: 0 for no effect and ±100 for the full control effect
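Pol eta (10 nM) was preincubated with compounds for 15 min at room temperature, after which fluorescent replication substrate (50 nM final) was added to start the reaction. Fluorescence was read kinetically at 0 and 10 min.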
PI4K2A inh: blocks human PI4K2A kinase activity. Q9BTU6. purified PI4K2A, ADP-Glo luminescence, 1 h; active compounds read low. activity change, negative = inhibition, % at 76.9 µM. 0.13% of 420,000 active. AID 1346378; in the data active = activity change below about -50%; inconclusive = mostly about -30% to -49%;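 also: -100% = wells without enzyme as full effect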
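ADP-Glo luminescence measured ADP generated by PI4K2A enzyme (4 ug/mL before mixing) with 1.2 mM PI substrate (pre-mix) and 300 microM ATP (pre-mix). Tris pH7.5 buffer with MgCl2, Triton X-100; 1 h reaction at ambient temperature.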
G9a block: inhibitors of human histone lysine methyltransferase G9a; Q96KQ7; G9a H3K9 monomethylation, AlphaScreen, 2 h; Potency, µM (highest dose often 102 µM), for the others: at the highest dose activity, negative = inhibition, actives largely listed as inhibitors; 8.8% of 350,000 active; also: potency is read from the fitted curve at half-maximal effect; % is scaled to controls: 0 for no effect and ±100 for the full control effect; nearly all actives have a fitted effect of over 75% in size
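Quantitative HTS format: methyltransferase activity on a biotin-tagged H3K9 peptide is measured by AlphaScreen, using a rabbit anti-monomethyl-H3K9 antibody with streptavidin donor and anti-IgG acceptor beads. Final levels are 20 nM enzyme, 500 nM peptide, 20 uM SAM; 2 h RT.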
* hit, by the source's call; i = inactive; ? = inconclusive; . = not tested or not shown; & = joins results of further samples; [ ] = another dose, or the depositor's remark. Unless noted, calls follow the shape of the dose curve; as a rule, active = well fitted curve in the direction sought with a large enough effect; inconclusive = small, poorly fitted or top-dose-only effect, or another doubt; inactive = no such curve, though single readings can be large; an effect the other way counts as inactive or inconclusive. A portion of the library; count on the stated rates, not on these rows.

JMJD2A Tudor | BAZ2B inh | GLS inh | Pin1 inh | Tb PGK inh | HP1b binding inh | Pol eta inh | PI4K2A inh | G9a block | structure
-16% | ? | -1% | -1% | -7% | 19% | 8% | -3 | -29% | CC(=O)c1c(C)[nH]c(C(=O)OC2CCCCC2=O)c1C (stereo not given)
-13% | 0% | -2% | 0% | 3% | 35% | -4% | 1 | -11%[59 µM] | Cc1cccc(NC(=O)C(C)Sc2nc3ccccc3c(=O)n2CCCN2CCOCC2)c1 (stereo not given)
36% | -22% | -16% | 60%[activator] | 1% | 22% | -1% | ? | -30%[59 µM] | CCOC(=O)COc1nc(-c2ccco2)cc(-c2ccco2)c1C#N
-19% | -11% | 0% | 20% | -7% | 29% | -11% | 36 | -9%[59 µM] | COc1cc2c(cc1NC(=O)CN1C(=O)NC3(CCc4ccccc43)C1=O)oc1ccccc12 (stereo not given)
-28% | ? | -6% | -5% | -5% | 5% | -17% | 3 | -5% | Cc1ccc(O)c(C2=Nc3ccccc3N=C(c3cccc([N+](=O)[O-])c3)C2)c1
-5% | -20% | 11% | 19% | -7% | 21% | -8% | -9 | 0% | COC(=O)c1c(NC(=O)C(Cl)Cl)sc2c1C(C(=O)OC)CC2 (stereo not given)
-30% | -14% | 6% | ? | 4% | 19% | -23% | -5 | 1%[0.501 µM] | COc1ccc([C@H]2CC(=O)C=C(c3ccc(Cl)c(C(F)(F)F)c3)C2)cc1OC
-5% | . | 7% | -6% | 6% | 34% | -20% | 1 | . | COCCCn1c(C(=O)N2CCOCC2)cc2c(=O)n3cccc(C)c3nc21
8% | -4% | -1% | 1% | -8% | 71%[activator] | -9% | 1 | -9% | CCOc1cccc(CNc2nnnn2C)c1
1% | -20% | 5% | 3% | i | 22% | -14% | 2 | -2% | Cn1cc(CN2CCC(C(O)c3cccs3)CC2)c(-c2ccccc2F)n1 (stereo not given)
-11% | 15% | -6% | -13% | -10% | 44%[activator] | -4% | 0 | -7%[2.33 µM] | Cc1c(NC(=O)C(C)SC(=S)N2CCCC2)c(=O)n(-c2ccccc2)n1C (stereo not given)
? | -34% | 2% | ? | -3% | 10% | -14% | 3 | -39% | Cc1nc(Nc2ccc(C(=O)O)cc2)sc1-c1ccccc1
? | -18% | 27% | 4% | 6% | -12% | -18% | 1 | . | COc1ccc(N2CCN(C(=O)CN3C(=O)NC(c4ccc(OC)cc4)(c4ccc(OC)cc4)C3=O)CC2)cc1
-5% | . | -11% | 6% | 2% | 17% | -18% | -1 | . | O=C(COC(=O)c1ccc(C(F)(F)F)cc1)Nc1cccc(S(=O)(=O)NC2=NCCCCC2)c1
. | 32µM* | -8% | . | . | . | . | -9 | 14%[12.7 µM] | CC(=O)NC(c1ccco1)c1cc(Cl)c2cccnc2c1O (stereo not given)
4% | 2% | -2% | 0% | 6% | 34% | -10% | 5 | 7%[59 µM] | CC(=O)c1ccc(NC(=O)CSc2nnc3ccc(-c4ccc(F)cc4)nn23)cc1
65%[activator] | 131%[activator] | 2% | -2% | 2% | 109%[activator] | -9% | 7 | . | Cc1cc(C)c(C#N)c(SCc2ccccc2F)n1
15% | ? | 8% | 6% | -7% | 62%[activator] | -25% | -2 | 81%[activator] | Cc1ccc(Cn2ccc(=O)c(OCc3c(Cl)cccc3Cl)c2C)cc1
-17% | -19% | 22% | 16% | 5% | 53%[activator] | -6% | 3 | 18%[12.7 µM] | COc1ccc(S(=O)(=O)N2CCN(C(=O)CCSc3ccccc3)CC2)cc1
-11% | 1% | -9% | 0% | -10% | 21% | -8% | 5 | 2%[12.7 µM] | CCOCc1cn(CC(=O)c2ccc([N+](=O)[O-])cc2)c(C)nc1=N
1% | -4% | 4% | 0% | -9% | 14% | -3% | -5 | 0% | O=C(Nc1ccc2c(c1)OCCO2)c1ccccc1
1% | -17% | -13% | ? | i | 31% | -26% | -7 | -25% | O=C(Nc1ccc2c(c1)OCCO2)N1CCN(Cc2ccccc2)CC1
-6% | -9% | -2% | 0% | 2% | 50%[activator] | -21% | 1 | ? | CC1(C(=O)NCCCNc2ncc(C(F)(F)F)cc2Cl)C=CCN1C(=O)c1ccccc1 (stereo not given)
-19% | -24% | -10% | 4% | . | 26% | -7% | -9 | -17%[2.33 µM] | N#C/C(=C\c1ccc2c(c1)OCCO2)C(=O)Nc1ccc(C(=O)O)cc1
-22% | -31% | -3% | 16% | -9% | 16% | -17% | -4 | ? | Cc1ccc(NC(=O)COC(=O)CNC(=O)c2cccc([N+](=O)[O-])c2)cc1S(=O)(=O)N1CCCCCC1
-8% | -5% | 10% | 0% | -2% | 23% | -17% | -2 | 1µM* | CN(CC1COc2ccccc2O1)C(=O)c1cccc(S(=O)(=O)N2CCCC2)c1 (stereo not given)
1%&-4% | -3%&-17% | 2%&-2% | -4%&-6% | -9%&-3% | 43%&24%[activator] | -18%&-14% | -1&-1 | 36% | O=C(c1ccc2c(c1)N(Cc1ccccc1F)C(=O)c1ccccc1S2(=O)=O)N1CCCC1
-12% | 16% | 0% | 1% | -6% | 27% | -14% | 0 | . | COCCCn1c(=O)c2sccc2n(Cc2cc(C(=O)OC)ccc2OC)c1=O
-8% | -14% | 8% | 0% | i | 25% | 12% | 0 | -20% | COc1ccc(Cl)cc1NC(=O)Nc1ccccc1SC
-21% | -25% | -1% | 0% | i | -16% | -17% | -1 | -10% | C=CCNC(=S)Nc1ccc(N(C)C)cc1
-17% | -15% | 1% | -5% | 3% | 4% | ? | 3 | 4% | Cc1nn(C)c(Cl)c1C(=O)NCC(=O)NCc1ccccc1
-10% | -2% | -17% | 11% | -8% | 15% | -15% | -7 | -49% | CCOc1ccc(NC(=O)c2ccc(NS(=O)(=O)c3cccs3)cc2)cc1
-8% | -28% | 18% | 10% | 0% | 55% | -20% | -3 | ? | O=S(=O)(C/C(=C/CO)S(=O)(=O)c1ccccc1)c1ccccc1
-4% | -35% | -10% | ? | 4% | 53% | -12% | 0 | ? | CC1(C)Cc2c(sc3c2C2=NCCN2C=N3)CO1
-16%&-5% | -1% | -4%&1% | 0%&-3% | -11% | 24%&41% | -15%&-10% | 3&6 | -3%[59 µM] | CCOc1ccc(CNC(=O)CCS(=O)(=O)c2ccc3c(c2)oc(=O)n3C)cc1
-29% | -11% | -2% | 8% | -8% | 18% | -13% | 4 | ? | Cc1nc(-c2cccc(NS(=O)(=O)c3cccc4ccccc34)c2)cs1
-16% | -5% | -4% | 75%[activator] | -4% | 18% | -16% | -6 | 16%[2.33 µM] | O=C(CSCc1ccc(Br)cc1)Nc1ccc(S(=O)(=O)N2CCOCC2)cc1
-26% | -14% | -1% | -3% | i | 18% | -15% | -4 | 4%[59 µM] | COc1ccc(C(=O)c2cn(Cc3ccccc3OC)c3cc4c(cc3c2=O)OCO4)cc1
-30% | -12% | 4% | 19% | -6% | -15% | 1% | 1 | -7% | Cc1nc(CN2CCN(Cc3nc(C(c4ccccc4)c4ccccc4)no3)CC2)cs1
-15% | 6% | -11% | -1% | -7% | 18% | 3% | 1 | -12%[59 µM] | O=C(NCC(c1cccnc1)N1CCOCC1)C1CCCCC1 (stereo not given)
-1% | -3% | 2% | -5% | -8% | -9% | -14% | -1 | 36%[activator] | COc1ccc(C(=O)OCC(=O)Nc2c(C)cccc2C)cc1
-18% | -30% | 1% | -2% | -5% | 15% | -13% | -14 | 45µM* | COc1ccc(C(=O)Oc2c(OC)cc(C(=S)N3CCOCC3)cc2OC)cc1
-8% | 31%[activator] | 7% | -2% | -2% | 28% | 3% | -3 | ? | CCCCN(C(=O)CSc1nnnn1-c1ccccc1OC)C1CCS(=O)(=O)C1 (stereo not given)
-32% | -34% | 10% | 7%&0% | -3% | -3%&-1% | ? | -3 | ? | COc1ccc(C2CC(O)(c3ccccc3)Oc3cc(OC)ccc32)cc1 (stereo not given)
-36% | -29% | -2% | 24% | -10% | 6% | -24% | -5 | ? | CN(CC(=O)Nc1cccc(Cl)c1)S(=O)(=O)c1ccc2[nH]c3c(c2c1)CCCC3
28µM* | -9% | 4% | -3% | 0% | 11% | -21% | -1 | . | Cn1c(CSCc2ccc(F)cc2)n[nH]c1=S
-8% | -16% | 9% | 2% | 3% | 44%[activator] | -13% | 6 | 45µM* | N#C/C(=C(/O)CSc1ccccn1)c1nc2ccccc2s1
-20% | ? | -3% | -5% | -2% | 13% | -11% | 5 | -13%[59 µM] | O=C(/C=C/c1ccc(F)cc1)N1CCCc2ccccc21
. | . | -9% | . | -1% | . | -17% | 2 | . | C[C@H](CO)N1C[C@H](C)[C@@H](CN(C)C(=O)Nc2cc(F)ccc2F)Oc2ncc(-c3cccc(F)c3)cc2C1=O
-3% | 2% | 9% | -4% | i | 8% | -11% | 1 | -15%[0.501 µM] | NC(=O)c1ccc(NC(=O)COc2cccc3c2CCNC3=O)cc1
-12% | . | 4% | 0% | 13% | 13% | -16% | 6 | . | CN(CC(=O)NCCc1ccc(S(N)(=O)=O)cc1)CC(=O)Nc1ccc(Cl)cc1
16% | 10% | . | 6% | -5% | 37%[activator] | -12% | 4 | 15% | COc1cc(CNn2cnnc2)ccc1OCC(=O)NC1CCCCC1

Bioassay records from PubChem BioAssay.
